# Assay outcomes deposited in PubChem by Fisher Drug Discovery Resource Center.
# mcGAS inh – cyclic GMP-AMP synthase inhibitors, mouse, primary biochemical chemiluminescence; recombinant cGAS, Kinase-Glo ATP depletion luminescence; inhibition, % at 12.5 µM; 160,000 compounds, 0.15% hits;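 note: 0% = negative control wells and 100% = reference inhibitor with no enzyme activity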
# NPYLR7 ag – agonists of mosquito NPYLR7 receptor, primary screen, cell-based, Aedes aegypti, calcium fluorescence, mosquito biting behavior; Aedes aegypti neuropeptide Y-like receptor 7 (NPYLR7); HEK293T NPYLR7/Galpha15, GCaMP6s calcium fluorescence; activation, % at 10 µM; 270,000 compounds, 0.15% hits; in the data active = activation above about 40%;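 note: 0% = vehicle and 100% = reference agonist at the receptor; some compounds past the cut are filed as inactive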
# hcGAS inh – Primary biochemical luminescence assay for human cyclic GMP-AMP synthase inhibitors. AID 1259398, 2018. recombinant h-cGAS, ATP depletion, Kinase-Glo luminescence. 290,000 compounds, 0.081% hits. inhibition, % at 12.5 µM;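 note: 0% = vehicle reaction and 100% = reaction without DNA for no activity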
# Target sequence (Q8N884 whole entry, looked up): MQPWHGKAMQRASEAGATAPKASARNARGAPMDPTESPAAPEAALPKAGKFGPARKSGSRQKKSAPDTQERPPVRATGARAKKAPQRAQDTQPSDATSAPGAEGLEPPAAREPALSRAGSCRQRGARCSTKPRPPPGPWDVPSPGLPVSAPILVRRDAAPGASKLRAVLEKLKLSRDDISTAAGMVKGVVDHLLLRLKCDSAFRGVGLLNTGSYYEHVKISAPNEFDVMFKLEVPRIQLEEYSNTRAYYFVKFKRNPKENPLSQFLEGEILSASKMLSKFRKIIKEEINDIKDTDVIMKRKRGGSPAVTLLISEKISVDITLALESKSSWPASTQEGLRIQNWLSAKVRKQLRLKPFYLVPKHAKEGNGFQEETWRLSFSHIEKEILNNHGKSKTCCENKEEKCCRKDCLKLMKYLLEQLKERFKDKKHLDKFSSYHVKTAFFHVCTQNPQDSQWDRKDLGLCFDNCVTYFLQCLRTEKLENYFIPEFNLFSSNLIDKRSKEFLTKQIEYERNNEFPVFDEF
# An asterisk follows results filed as active; / = no result given; & = joins results of further samples. Cut-off read from the data, not from the text of the source, unless noted: active = inhibition above about 40%; inactive = the rest.
SMILES,mcGAS inh,NPYLR7 ag,hcGAS inh
CC(C)(C)CC(=O)NCc1ccc(NC(N)=O)cc1,/,6,-12
CCOc1cc(CN2CCCC(N3CCCC3=O)C2)cc(Cl)c1O (centres undefined),-9,-1,-7
CC1=NC2=C(C(=O)CC(C)(C)C2)C(c2cccc(I)c2)C1C#N (centres undefined),-6,11,-6
COc1cccc(-c2cc3c(n(CC4CC4)c2=O)CCN(Cc2c(F)cccc2Cl)C3)c1OC,-6,21,-22
O=C(Nc1cc(Cl)ccc1O)c1cnn2c(C(F)(F)F)cc(-c3ccccc3)nc12,-1,-36,3
CC(C)c1ccccc1OC1CC2CCC(C1)N2C(=O)c1ccc(CSc2cc(Cl)ccc2Cl)cc1 (centres undefined),-8,6,-14
Cc1ccc(NC(=S)Nc2ncccc2C)cc1,/,0,-5
Cc1nc2nc(S(=O)(=O)N3CCC(C)CC3)nn2c(C)c1C,1,6,2
CCOC(=O)c1c(NC(=O)c2cccc(OC)c2)sc(C(=O)Nc2ccccc2F)c1C,-6,-5,-2
COc1ccc(C(=O)Nc2cc(OC)nc(OC)n2)cc1,/,1,5

SMILES,mcGAS inh,NPYLR7 ag,hcGAS inh
CCOC(=O)c1sc(N=CN(C)C)nc1C,/,9,-8
CCOc1ccc(-n2nnc(C(N)=O)c2N)cc1,/,-5,-9
CC(SC(=S)N1CCCC1)C(=O)O (centres undefined),0,/,12
O=C(O)C1CN(c2nc3c(c(C(F)(F)F)n2)CCCC3)CCN1 (centres undefined),/,-1,4
CC1/C=C/C=C/CC/C=C/C=C/C=C/C=CC(O[C@@H]2O[C@H](C)[C@@H](O)[C@H](N)[C@@H]2O)CC(O)C(C(=O)O)C(O)CC(=O)CC(O)C(O)CCC(O)CC(O)CC(O)CC(=O)OC(C)C(C)C1O (some centres undefined),/,-4,-8
Cc1ccc(-n2c(SCc3cc(F)cc(F)c3)nnc2-c2ccc(F)cc2)cc1,-4,/,-5
Cc1ccc(S(=O)(=O)N2CCN(CC(=O)Nc3ccon3)CC2)cc1,/,17,-11
Cc1ccc(Cc2nc(N3CCCN(C(=O)c4ccccc4F)CC3)c3cnn(-c4ccccc4)c3n2)cc1,-6,5,-8
CN(CC(=O)Nc1ccccc1C(F)(F)F)C(=O)/C=C/c1ccc2c(c1)OCCCO2,/,5,-6
CCC(C)N(Cc1cccn1Cc1cccc(OC)c1)C(=O)CN(CCC(C)C)C(=O)COCc1ccccc1 (centres undefined),1,-2,4

SMILES,mcGAS inh,NPYLR7 ag,hcGAS inh
CCCOC1Sc2nnc(C)n2N=C1c1ccccc1 (centres undefined),/,-7,8
COc1cc(Nc2c(C(=O)OC(C)C)cnc3nc(C)ccc23)cc(OC)c1,-1,-3,0
CCN(CC)C(=O)Oc1ccc2c(ccn2Cc2ccc(F)cc2)c1NC(=O)COCc1ccccc1,-7,4,-6
Cn1ccn2ncc(C(=O)NCc3cccnc3N3CCCC(O)C3)c12 (centres undefined),/,8,-4
COc1ccccc1CNC(=O)c1cc(F)ccc1N1CCOCC1,/,15,-5
CCCCCC1CCC(c2ccc(-c3noc(-c4ccc(F)cc4)n3)cc2)CC1 (centres undefined),-6,-4,7
O=C(Nc1ccc(-c2cccc(F)c2)cc1)C1CCCN(C(=O)Cn2cccn2)C1 (centres undefined),/,5,-11
NCc1csc(Nc2cc(Oc3ccccc3)ncn2)n1,-7,-6,-6
O=C1C(=Cc2c(NCCCO)nc3ccccn3c2=O)SC(=S)N1CC1CCCO1 (centres undefined),-7,7,-5
Cc1ccc(Cc2nc(N3CCCN(C(=O)c4ccc5c(c4)OCO5)CC3)c3c(C)nn(-c4ccc(F)cc4)c3n2)cc1,-3,-4,1

SMILES,mcGAS inh,NPYLR7 ag,hcGAS inh
CC(=O)c1ccccc1C(=O)N1CCCC(C(=O)c2ccc(-c3ccccc3)cc2)C1 (centres undefined),-11,/,-7
Cc1ccsc1C(Cn1cnc(-c2ccccc2)c1-c1cnn(C)c1)N(C)C (centres undefined),/,4,-5
Cc1ccc(OCCN2CCC2(C)C(=O)Nc2cccc(Oc3ccccc3)c2)cc1 (centres undefined),/,5,-6
CCCCCn1c(C(C)NC(=O)CC)nc2ccccc21 (centres undefined),-6,5,1
CN1[C@H]2CC[C@@H]1CN(Cc1c(C(=O)N3CCCC3)nc3ccccn13)CC2,/,7,-9
Cc1ccc(Oc2ncccc2CNC(=O)c2scc3c2OCCO3)cn1,/,5,-4
COc1ccc(C(CNC(=O)c2ncc(Cl)c(Cl)c2Cl)N2CCOCC2)cc1 (centres undefined),/,2,0
CCc1nc2n(n1)C(=O)C(C(c1ccccc1)N1CCN(C(C)=O)CC1)S2 (centres undefined),8,-8,3
COc1ccccc1N(C)S(=O)(=O)c1ccc2c(c1)c(=O)nc1cc(C)ccn12,/,8,-8
COCC(=O)N1CCN(c2nc(-c3ccccc3)nc(C)c2Cc2ccc([N+](=O)[O-])cc2)CC1,-3,/,-8

# A portion taken from the entries so far:
SMILES,mcGAS inh,NPYLR7 ag,hcGAS inh
COc1ccccc1N(C)S(=O)(=O)c1ccc2c(c1)c(=O)nc1cc(C)ccn12,/,8,-8
COCC(=O)N1CCN(c2nc(-c3ccccc3)nc(C)c2Cc2ccc([N+](=O)[O-])cc2)CC1,-3,/,-8

# Continuation:
SMILES,mcGAS inh,NPYLR7 ag,hcGAS inh
COc1ccc(CC(=O)N(Cc2ccco2)Cc2nc3cc(Cl)ccc3o2)cc1,-2,0,0
COC(=O)c1cc(S(=O)(=O)N2CCOCC2)cn1C,/,2,0
CCOc1ccc2nc(SCC(=O)Nc3nc4ccccc4s3)sc2c1,1,-6,-2
CCc1nc2n(n1)C(=O)C(C(c1ccco1)N1CCCC(C)C1)S2 (centres undefined),-7,0,-3
Cc1cc(=O)[nH]c2n[nH]c(=S)n12,/,-4,28
CCCN1C(=O)C(c2c(-c3ccccc3)[nH]n(-c3ccccc3)c2=O)=C(N2CCCCC2C)C1=O (centres undefined),-3,6,-5
O=C(c1ccc(Cl)c(Cl)c1)N1CCCC(OCc2cc(F)cc(F)c2)C1 (centres undefined),-5,-2,-4
CCc1nn(-c2ccccc2)c(Oc2ccccc2)c1CN(CC(O)Cc1ccccc1)CC1CCCO1 (centres undefined),-5,8,-4
Cc1cc(=O)oc2c(C)c(O)c(-c3ccnc(N)n3)cc12,-2,13,-1
COc1cccc(NC(=O)CNc2cc(C)ccc2NC(C)=O)c1,-10,8,-9

SMILES,mcGAS inh,NPYLR7 ag,hcGAS inh
Cc1cc(C)n2c(NC(C)(C)CC(C)(C)C)c(-c3ccccc3F)nc2c1,-7,8,-3
COC(=O)c1ccc(-c2cccc3c2OC(CNC(=O)C24CC5CC(CC(C5)C2)C4)C3)nc1 (centres undefined),-18,6,-6
CC(C)N(Cc1cccc(OS(C)(=O)=O)c1)C(=O)c1ccc(Br)cc1,-7,-1,-17
O=C1OC(Nc2ccccc2F)c2ccccc21 (centres undefined),-3,12,-2
C=CCC1CC(=O)N(CCCCOc2ccc(C(C)(C)CC)cc2C(C)(C)CC)C1=O (centres undefined),-6,16,-5
CCc1nc2c(OCc3ccc(C(=O)OC)cc3)cccn2c1N(C)C(=O)c1ccc(C)cc1,2,-17,3
CSc1ccc(C)c(C(=O)N2CCCC2)c1,/,3,-3
COc1ccc(NC(=O)c2cccnc2SCc2ccc(C(C)(C)C)cc2)cc1OC,-4,3,-6
Cn1cccc1CNCCCN1CCOCC1,/,1,-5
CCc1cc(NCCc2ccc(Cl)cc2)n2ncnc2n1,1,-11,-1

SMILES,mcGAS inh,NPYLR7 ag,hcGAS inh
COCCN(CC(=O)N(CCc1c[nH]c2ccccc12)Cc1ccc(OC)c(OC)c1)C(=O)Nc1ccc(F)c(F)c1,-5,19,-1
CC1c2ccsc2CCN1C(=O)COc1ccc2c(c1)CCC(=O)N2 (centres undefined),/,0,-6
Cc1ccc(Oc2cc(Cl)nc(N)n2)cc1,0,6,2
COc1cccc2cc(C(N)=O)c(=Nc3cccc(C(N)=O)c3)oc12,-2,-5,4
CC1(C)CC2CC(C)(CN2P2(=O)C=C(c3ccccc3)OC(c3ccccc3)=C2)C1 (centres undefined),-5,1,-6
COc1cc(OC)cc(C(=O)Nc2cccc3c2C(=O)c2ccccc2C3=O)c1,2,-2,-1
C=CC[N@@+]12CC[C@]34c5ccccc5N5/C=C6\C7N(/C=C(\C53)[C@@H](C[C@@H]41)/C(=C/CO)C2)c1ccccc1[C@@]71CC[N@@+]2(CC=C)C/C(=C\CO)[C@@H]6C[C@@H]12 (some centres undefined),/,-1,-5
OCCN(Cc1ccc2c(c1)OCCO2)Cc1cccs1,-4,/,-3
CCOc1ccc(OCCOc2ccc(Br)cc2)cc1,/,5,-8
O=C1N(CC2CCC2)CCCC12CCN(C1Cc3ccccc3C1)C2 (centres undefined),-6,16,-6

SMILES,mcGAS inh,NPYLR7 ag,hcGAS inh
Cn1c(C2CCN(S(C)(=O)=O)CC2)nn(CC(=O)NCc2ccccc2Cl)c1=O,-7,-2,-1
O=C(c1cc2n(n1)CCCNC2)N1CCCC1c1nc2ccccc2s1 (centres undefined),-13,-5,1
C=CCCC(O)CN(CCc1nc(-c2ccc(C)cc2)no1)Cc1ccco1 (centres undefined),-3,4,-10
CCCCc1nc(N2CCN(C(=O)Nc3ccc(Br)cc3)CC2)c2c3c(sc2n1)CCCC3,-1,-7,1
CCCc1cc(N2CCCCC2CC(C)C)n2ncnc2n1 (centres undefined),/,-1,-1
Cc1cc(C(=O)Nc2c(C)nc3c(C)cccn3c2=O)ccc1[N+](=O)[O-],/,-3,2
Cc1ccc(C(=O)NC(C)c2cccc(Br)c2)cn1 (centres undefined),/,1,-13
Cc1cc(C)c(C)c(S(=O)(=O)NCCCN2CCOCC2)c1C,-9,12,-12
COc1ccc(OC)c(NC(=O)c2ccc(N3CCCC(C(N)=O)C3)cc2)c1 (centres undefined),/,4,-2
CNC(=O)c1sc2nc(-c3cccc([N+](=O)[O-])c3)cn2c1C,-6,4,-1

SMILES,mcGAS inh,NPYLR7 ag,hcGAS inh
COCCn1c(CN2CCSCC2)cnc1S(=O)(=O)CC(C)(C)C,-10,-6,-8
Cc1ccn(-c2ccc(Nc3ccc(NC(=O)Cc4ccc(Cl)cc4)cc3)nn2)n1,-9,-2,-5
Cc1cccc(-n2cc(CNCc3cnn(C)c3)c(-c3cccc(F)c3)n2)c1,1,-2,6
COc1ccc(NC(=O)c2cc(C3CCCCN3C(=O)c3ccc(C#N)cc3)on2)c(C)c1 (centres undefined),-6,2,-7
CCS(=O)(=O)Oc1ccc(CN(C(=O)Nc2c(Cl)cccc2Cl)C(C)C)cc1,1,-3,-2
Cc1ccc(CCCC(=O)N2CC(OCC(=O)N(C)C)C2)cc1,/,2,-2
O=C(c1ncoc1C1CC1)N1CCC2(CCCN(CC3CCC3)C2=O)C1 (centres undefined),/,6,-11
Cc1ccc(-c2ccc(C)cc2N)c(N)c1,-5,2,-5
COCc1nc2ccccc2n1Cc1ccc(F)cc1,-2,0,-8
CCn1ccnc1-c1c(-c2ccccc2)ncn1CCSc1nccn1C,-1,-7,-1

SMILES,mcGAS inh,NPYLR7 ag,hcGAS inh
Cc1cc2ncn(S(=O)(=O)c3ccc(F)cc3)c2cc1C,/,0,-3
Cc1cccc(-n2ccnc2SC(C)C(=O)N(C)Cc2cccc(F)c2)c1 (centres undefined),/,-6,-2
CN(C)S(=O)(=O)c1ccc(NC(=O)c2cccc(C#N)c2)cc1,/,-4,0
Cc1ccc(Br)cc1S(=O)(=O)Nc1c(C)nn(C)c1C,-9,3&7,-5&0
Cc1cc(CN2CCCC(C)C2)c(C)c(-c2nccn2CCO)c1 (centres undefined),-15,7,2
O=C1C2CC=CCC2C(=O)N1c1ccc(OCc2ccccc2)cc1 (centres undefined),/,13,3
CC1CCN(Cc2ccc(C(=O)N3CCCC(O)(CO)CC3)o2)CC1 (centres undefined),/,10,-6
COc1cc(C2C(C#N)=C(C)NC3=C2C(=O)CCC3)cc(Cl)c1O (centres undefined),2,8,9
CNc1ncccc1C(=O)N1CCn2cncc2C1,/,-7,2
Cc1cccc(NC(=O)CC(=O)N(C)Cc2cc(C(C)(C)C)n[nH]2)c1C,/,17,-5

SMILES,mcGAS inh,NPYLR7 ag,hcGAS inh
O=C(CN1C(=O)NC2(CCCC2)C1=O)Nc1nnc(C23CC4CC(CC(C4)C2)C3)s1,/,4,-7
CCOC(=O)c1cc2cc3cc(C)ccc3nc2s1,/,6,-12
CCn1cc(C(=O)N2CCN(CC(=O)N(C(C)C)C(C)C)CC2)c2nn(-c3ccccc3)c(=O)c-2c1,-2,-4,-5
CCOCCn1c(=NC(=O)C2CCCN2S(=O)(=O)c2cccs2)sc2c(C)cc(C)cc21 (centres undefined),-9,0,-5

# Structural class: the entries above containing a thiophene ring, fused or not.
SMILES,mcGAS inh,NPYLR7 ag,hcGAS inh
CCOC(=O)c1c(NC(=O)c2cccc(OC)c2)sc(C(=O)Nc2ccccc2F)c1C,-6,-5,-2
Cc1ccsc1C(Cn1cnc(-c2ccccc2)c1-c1cnn(C)c1)N(C)C (centres undefined),/,4,-5
Cc1ccc(Oc2ncccc2CNC(=O)c2scc3c2OCCO3)cn1,/,5,-4
CC1c2ccsc2CCN1C(=O)COc1ccc2c(c1)CCC(=O)N2 (centres undefined),/,0,-6
OCCN(Cc1ccc2c(c1)OCCO2)Cc1cccs1,-4,/,-3
CCCCc1nc(N2CCN(C(=O)Nc3ccc(Br)cc3)CC2)c2c3c(sc2n1)CCCC3,-1,-7,1
CCOC(=O)c1cc2cc3cc(C)ccc3nc2s1,/,6,-12
CCOCCn1c(=NC(=O)C2CCCN2S(=O)(=O)c2cccs2)sc2c(C)cc(C)cc21 (centres undefined),-9,0,-5
